CASP6 VEID inh – inhibitors of human caspase-6; purified caspase-6, Z-VEID-R110 cleavage fluorescence; inhibition, % at 12.5 µM; hit rate 0.53% among 350,000; AID 686996;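 active = mean inhibition across replicates at least about 35%, with every replicate also reaching that limit, limit read from the data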;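 note: 0% = median of neutral control wells and 100% = no fluorescence left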
Target sequence (P55212 24-179 limits assumed): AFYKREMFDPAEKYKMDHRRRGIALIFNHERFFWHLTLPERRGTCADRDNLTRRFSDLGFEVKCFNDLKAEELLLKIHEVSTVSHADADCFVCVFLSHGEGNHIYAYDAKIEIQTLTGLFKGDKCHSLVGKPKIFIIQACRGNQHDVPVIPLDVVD
Target sequence (P55212 194-293 limits assumed): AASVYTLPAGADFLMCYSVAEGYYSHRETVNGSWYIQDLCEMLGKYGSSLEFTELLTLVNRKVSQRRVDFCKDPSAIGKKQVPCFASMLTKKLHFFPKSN
SIRT5 block – blocks human SIRT5 desuccinylation of peptide; Q9NXA8; Purified SirT5, succinyl-peptide AMC, trypsin-coupled fluorescence; inhibition, % at 15 µM; hit rate 1.1% among 330,000; in the data active = inhibition above about 15%
Target sequence (Q9NXA8 whole entry, looked up): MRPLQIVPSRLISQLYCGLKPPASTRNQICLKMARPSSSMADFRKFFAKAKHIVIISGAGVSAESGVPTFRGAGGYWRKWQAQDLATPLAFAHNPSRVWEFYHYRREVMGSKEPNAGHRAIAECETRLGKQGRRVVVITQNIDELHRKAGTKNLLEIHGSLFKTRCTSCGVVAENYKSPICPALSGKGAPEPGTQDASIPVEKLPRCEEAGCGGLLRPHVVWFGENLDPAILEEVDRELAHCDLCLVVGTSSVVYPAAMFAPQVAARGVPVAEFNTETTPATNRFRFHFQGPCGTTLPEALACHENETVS
FN deposit inh – fibronectin deposition inhibition | AH1F fibroblasts, Alexa488-fibronectin deposition fluorescence, overnight | AID 743247 | hit rate 0.086% among 350,000 | inhibition, % at 12.6 µM;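 active = mean inhibition across replicates of 30% or more, regardless of how many single replicates reach that level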;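 note: positive control wells lacked labelled fibronectin entirely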
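Test system: AH1F fibroblast monolayer depositing Alexa488-labelled fibronectin into matrix. Input: 10000 cells per well. Technique: fluorescence, ex 485 nm, em 525 nm. Buffer or medium: DMEM plus 2% serum, read in PBS. Timing: 1 h cell adhesion before compound, then overnight fibronectin incubation. Compound: single dose, pinned. Read-out basis: inhibition from reduced deposited-fibronectin fluorescence.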
LGR2 inh – blocks bursicon-induced cAMP signaling via Drosophila LGR2; AID 720647; HEK293 LGR2, CRE-luciferase, bursicon-stimulated, 4 h; inhibition, % at 9.99 µM; hit rate 0.35% among 380,000;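 active = drop in luminescence signal, shown as inhibition above about 50% in the replicate tests, limit read from the data, passing the limit was not always enough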;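 note: agonist challenge used bursicon conditioned medium at about half maximal strength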
C2C12 statin – suppressors of simvastatin-induced myotoxicity in C2C12 myotubes. ATP luminescence, 48 h; scaled: DMSO 0, geranylgeraniol control 100. rescue of ATP level, % at 7.49 µM. hit rate 0.78% among 330,000. AID 602340;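 active = mean ATP rescue above about 67%, or every replicate alone reaching that limit, limit read from the data, passing the limit was not always enough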;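 note: myotubes were challenged with 10 µM simvastatin during compound exposure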
esBAF inh – blocks esBAF chromatin remodeling in mouse ES cells; hit rate 2% among 350,000; reporter increase, % at 12.5 µM; Bmi1-luciferase knock-in reporter, 24 h; 100% = twice the neutral-well signal; in the data active = activation above about 40%;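 note: 0% = median of the plate's neutral control wells and 100% = double that signal; a rise in the Bmi1 reporter signal indicates esBAF inhibition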
S100A4 MyoIIA – blocks human S100A4 binding to myosin IIA peptide; S100A4/TAMRA-MyoIIA peptide fluorescence polarization; AID 652163; P26447; inhibition, % at 10.7 µM; hit rate 0.14% among 360,000;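 active = mean inhibition of at least 70% across replicates, with every replicate also reaching that level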
Target sequence (P26447 whole entry, looked up): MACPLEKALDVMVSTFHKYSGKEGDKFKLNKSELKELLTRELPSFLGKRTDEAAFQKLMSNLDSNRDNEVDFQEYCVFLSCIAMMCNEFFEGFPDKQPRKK
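Material: human S100A4 monomer with TAMRA-labelled myosin IIA peptide; buffer or medium: HEPES pH 7.2 with CaCl2, KCl, NaCl, DTT, Triton; compound dosing: one concentration per compound; schedule: 5 min incubation before reading; benchmarks: neutral control DMSO, positive control TFP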
* = called active by the depositor; · = no result given; & = joins results of further samples. The list is partial; rates above refer to the full screens.

Below each SMILES: CASP6 VEID inh	SIRT5 block	FN deposit inh	LGR2 inh	C2C12 statin	esBAF inh	S100A4 MyoIIA
1	COCCCNCC(O)C(F)(F)F (configuration not stated)
  -3	-1	-1	-1	·	·	-4
2	O=C(N[C@H](C(=O)N1CCC[C@H]1C(=O)NCc1ccccc1)c1ccccc1)c1ccc(Cl)c(Cl)c1
  -3	0	-5	-9	·	·	-1
3	Cc1noc(C)c1S(=O)(=O)Nc1ccc2c(c1)C(=O)N([C@@H](C)CO)C[C@@H](C)[C@H](CN(C)S(=O)(=O)c1c(C)noc1C)OCCCC[C@@H](C)O2
  2	5	-4	-3	·	5	8
4	COc1ccc(CCNC(=O)c2nonc2N)cc1
  ·	·	2	·	-7	48*	·
5	CC(C)NC(=O)Nc1ccc2c(c1)C(=O)N([C@H](C)CO)C[C@H](C)[C@H](CN(C)S(=O)(=O)c1ccccc1)OCCCC[C@@H](C)O2
  2	-2	-1	18	·	-5	-3
6	O=C(NCc1cccc(Cl)c1)c1ccc(CS(=O)Cc2ccc(Cl)cc2)o1 (configuration not stated)
  3	2	9	-1	12	-1	-1
7	CCOc1ccccc1NC(=O)CCNS(=O)(=O)c1ccccc1
  -1	10	-2	-8	15	-2	-3
8	O=C(Cn1c(S(=O)(=O)Cc2ccccc2)nc2ccccc21)N1CCCCC1
  -1	0	3	-1	3	-6	-1
9	Cc1cccc(Nc2nc(N)nc(-c3oc4ccccc4c3C)n2)c1
  -7	-10	3	-39	-10	57*	-5
10	O=C(C(=O)N1CCN(S(=O)(=O)c2cccc3ccccc23)CC1)c1cccc(C(F)(F)F)c1
  -2	·	-1	10	·	·	5
11	COCc1[nH]nc2c1C(c1ccc(Br)cc1)N(Cc1ccccc1)C2=O (configuration not stated)
  0	·	-9	-12	·	·	-1
12	O=C1C(=O)N(CCCN2CCOCC2)C(c2ccc(F)cc2)/C1=C(/O)c1ccccc1 (configuration not stated)
  -1	-1	6	3	13	-5	-4
13	C[C@H](CO)N1C[C@H](C)[C@H](CN(C)Cc2ccc(C(=O)Nc3ccccc3N)cc2)Oc2ccc(N(C)C)cc2CC1=O
  0	-1	-3	-9	-140	-33	6
14	COc1ccc(NC(=O)Nc2nc(C(N)Cc3ccc(C(F)(F)F)cc3)cs2)cc1 (configuration not stated)
  1	-1	7	-11	-11	-8	-2
15	COCCNc1ncnc2c1ncn2[C@H]1CN(CCOC)C[C@@H](CO)O1
  1	·	-3	-2	1	-1	-6
16	CCOC(=O)N1CCN(c2nc(-c3ccc(OC)cc3)no2)CC1
  ·	·	8	·	-7	20	·
17	CC(C)C[C@@H](CNCC(=O)[C@H](CC(=O)O)NC(=O)c1[nH]cnc1C(=O)N[C@H](CN)CC(C)C)NC(=O)c1nc[nH]c1C(=O)N[C@@H](C)C(=O)O
  5	·	3	5	5	2	-3
18	O=C(COC(=O)c1cc([N+](=O)[O-])ccc1NCc1ccccc1)NCc1ccccc1Cl
  -1	-2	-29	5	·	·	-3
19	O=C1C(=O)N(CCCO)C(c2ccccc2)/C1=C(\O)c1ccc(Br)cc1 (configuration not stated)
  2	0	-3	-1	2	-1	2
20	CCCn1c(SCC(=O)Nc2ccc(C)c(S(=O)(=O)N3CCOCC3)c2)n[nH]c1=O
  1	-7	3	3	·	·	2

Only S100A4 MyoIIA, for 5 of the compounds above:
cpd	SMILES	S100A4 MyoIIA
13	C[C@H](CO)N1C[C@H](C)[C@H](CN(C)Cc2ccc(C(=O)Nc3ccccc3N)cc2)Oc2ccc(N(C)C)cc2CC1=O	6
11	COCc1[nH]nc2c1C(c1ccc(Br)cc1)N(Cc1ccccc1)C2=O (configuration not stated)	-1
20	CCCn1c(SCC(=O)Nc2ccc(C)c(S(=O)(=O)N3CCOCC3)c2)n[nH]c1=O	2
18	O=C(COC(=O)c1cc([N+](=O)[O-])ccc1NCc1ccccc1)NCc1ccccc1Cl	-3
14	COc1ccc(NC(=O)Nc2nc(C(N)Cc3ccc(C(F)(F)F)cc3)cs2)cc1 (configuration not stated)	-2

Later entries:
Below each SMILES: CASP6 VEID inh	SIRT5 block	FN deposit inh	LGR2 inh	C2C12 statin	esBAF inh	S100A4 MyoIIA
21	N#Cc1cccc(-c2ccc([C@@H]3[C@@H](CO)N4CCCCN(C(=O)Nc5ccc(F)cc5)C[C@H]34)cc2)c1
  0	-6	·	4	·	·	-12
22	COc1ccc(-c2csc(N(CCCN(C)C)C(=O)c3ccc(C)cc3)n2)cc1
  -5	-5	15	35	0	-14	0
23	C/C(=N\NC(=O)COc1ccc(C(C)(C)C)cc1)c1ccc2c(c1)OCCO2
  -1	·	4	-9	·	·	-8
24	C[C@@H]1CN([C@@H](C)CO)C(=O)CCCn2nncc2CO[C@H]1CN(C)C
  -2&0	3&5	-5&3	7&4	5&5	-4&-2	2&2
25	COc1ccc(CCNC(=O)C/C(C)=N/NC(=O)Cc2cccc3ccccc23)cc1OC
  1	0	5	-1	-10	-4	3
26	CC(=O)OCCn1c([N+](=O)[O-])cnc1C=[N+]([O-])C1CCCCC1
  -3	-5	3	1	0	-4	1
27	COC(=O)c1ccc(-n2nnnc2SCC(=O)N2CCCCC2)cc1
  -1	-1	1	-4	-7	3	1
28	CCC(C)n1c(SCC(=O)NC2CC2)nc2ccccc2c1=O (configuration not stated)
  1	14	-7	7	4	-12	-2
29	COCc1cc(=O)n2[nH]c(C)c(-c3ccc(Cl)cc3)c2n1
  -4	·	2	-6	-7	0	-2
30	Cc1ccc(S(=O)(=O)CCN2CCN(c3ccccn3)CC2)cc1
  -5	-2	-1	·	-7	-4	-4
31	CCc1nnc(NC(=O)CSc2nnnn2-c2cccc(C(C)=O)c2)s1
  -1	-3	23	-1	·	·	0
32	CC(=O)Nc1ccc(-c2ccnc3c2CC(C)(C(=O)NCCC(F)(F)F)O3)cc1 (configuration not stated)
  17	·	9	2	2	-2	-3
33	CN(CCOc1ccc(Br)cc1)CC(=O)Nc1cccc(S(=O)(=O)NC2=NCCC2)c1
  2	·	-10	14	-13	2	2
34	COCC(C)n1c(SCC(=O)NNC(=O)c2ccccc2)nc2ccccc2c1=O (configuration not stated)
  4	-6	-2	·	7	7	-6
35	Cc1nn(-c2ccccc2)c(N)c1Sc1cccc([N+](=O)[O-])c1
  ·	·	-9	8	7	5	·
36	CCOC(=O)c1sc(=S)[nH]c1C
  -4	4	5	·	·	·	-4
37	COC(=O)C[C@@H]1CC[C@H]2[C@@H](COC[C@H](O)CN2CCC(F)(F)F)O1
  ·	·	0	-2	4	0	·
38	O=C1C(=Cc2ccncc2)CCCc2ccccc21
  -2	·	·	5	-2	0	-2
39	COc1cc(OC)nc(-n2ncc(Br)c(Br)c2=O)n1
  0	-5	11	103*	·	·	0
40	COc1ccccc1N(CC(=O)Nc1ccc(Br)cc1F)S(=O)(=O)c1cccs1
  -2	-7	2	3	8	8	-8

Screen by screen, from the results shown:
Compounds 31–40 in esBAF inh: ·, -2, 2, 7, 5, ·, 0, 0, ·, 8

Next section
Below each SMILES: CASP6 VEID inh	SIRT5 block	FN deposit inh	LGR2 inh	C2C12 statin	esBAF inh	S100A4 MyoIIA
41	CC(C)N(C(=O)[C@H]1C[C@H](CC(=O)NCCc2ccccn2)C(=O)N2CCc3c([nH]c4cc(-c5ccco5)ccc34)[C@]12C)C(C)C
  -5	0	-10	-4	-27	1	-5
42	CC(C)(C)NC(=O)NC(=O)COc1ccccn1
  ·	·	8	·	-2	-6	·
43	CCOC(=O)C1=C(C)N(CC(C)C)C(=O)/C1=C\c1cccs1
  4	-1	7	8	-4	-2	0
44	COc1cc(C(C)=O)ccc1OCC(=O)NCC1(N2CCCCC2)CCCCC1
  -3	-1	7	1	·	·	-2
45	CCOC(=O)c1cc(=O)c2ccc(OCC(=O)Nc3ccc(F)cc3)cc2o1
  0	·	0	15	·	·	-5
46	Cc1ccc(S(=O)(=O)N2CCN(C(=O)CSc3nnc(-c4ccco4)o3)CC2)cc1
  ·	·	5	·	8	-8	·
47	O=C(CC1CC1)N1CC2(C1)[C@@H](c1ccccc1)[C@H](CO)N2CC1CCOCC1
  -3	-1	·	10	·	·	-5
48	CC=Cc1ccc2n(c1=O)C[C@H]1[C@H](CO)[C@@H](C(=O)NCC)[C@@H]2N1S(=O)(=O)c1cn(C)cn1 (mixture of isomers)
  -3	-28	·	11	4	-6	0
49	COc1cccc(-n2c(SCC(N)=O)nnc2-c2ccco2)c1
  -1	-4	2	2	-1	-4	-6
50	COCC(CN1CCN(C2=NS(=O)(=O)c3ccccc32)CC1)OC(=O)c1ccc(OC)cc1 (configuration not stated)
  3	-1	5	-19	-4	-2	0
51	O=C(C[C@@H]1C=C[C@@H](NC(=O)C2CC2)[C@H](CO)O1)NCC1CC1
  2	4	·	-10	-4	2	7
52	Cn1c(SCc2ccccc2F)nc2ccccc2c1=O
  -4	-4	-18	-4	·	·	-5
53	CCN(CC)CCNC(=O)C1c2cc(OC)c(OC)cc2C(=O)N(C)C1c1cccs1 (configuration not stated)
  5	-2	4	2	15	-2	-6
54	Cc1csc(NC(=O)c2cc3ccccc3o2)n1
  0	-1	1	-11	-5	-28	-1
55	C/C=C/c1ccc([C@@H]2[C@H](CO)N(CC3CC3)C23CN(C(=O)c2ccc4c(c2)OCO4)C3)cc1
  2	5	-10	0	·	·	-1
56	COc1ccc(NC(=O)CN2C(=O)NC3(CCCC3)C2=O)c(OC)c1
  2	-6	3	-18	13	-6	-13
57	CC(C)C#Cc1cnc2c(c1)C(=O)N([C@H](C)CO)C[C@H](C)[C@H](CN(C)C(=O)Nc1ccc(F)cc1)O2
  2	3	3	15	26	15	78*
58	Nc1ccc2c(c1)C1(CCC2)NC(=O)NC1=O (configuration not stated)
  3	2	6	20	6	-6	-6
59	C[C@H]1CN([C@@H](C)CO)C(=O)Cc2cc(NC(=O)NC3CCCCC3)ccc2O[C@H]1CN(C)C
  4	5	-5	3	-4	-4	-7
60	CN(CC(=O)N/N=C/c1ccc(F)cc1)S(=O)(=O)c1ccccc1
  2	·	5	-3	-17	-4	-5
61	O=C(/C=C/c1ccc2c(c1)OCO2)NCCS(=O)(=O)N1CCN(c2ccc(F)cc2)CC1
  -1	-3	-8	-12	27	-8	13
62	CC(OC(=O)c1cc2ccccc2[nH]1)C(=O)N(C)c1ccccc1 (configuration not stated)
  1	3	-23	-5	-6	8	-2
63	COc1ccc(CN2C(=O)c3cccnc3C2Nc2ccc(OC)c(Cl)c2)cc1 (configuration not stated)
  16	-3	·	-13	46	-2	-3
64	O=C(NN1CCOCC1)c1ccc(Cl)cc1Cl
  -3	-5	4	-8	1	-9	-3
65	CC1(C)SC(=S)N(c2ccccc2)C1/[N+]([O-])=C/c1cccc([N+](=O)[O-])c1 (configuration not stated)
  1	-3	2	-1	·	·	-3
66	Cc1ccccc1-c1nsc(SCC(=O)NCc2ccc3c(c2)OCO3)n1
  -3	2	1	-2	·	·	0
67	N#CCn1c(CCl)nc2ccccc2c1=O
  10	1	-10	3	·	·	-8
68	COc1cc(S(=O)(=O)NC2CCCC2)ccc1-n1cnnn1
  -4	-2	-2	6	-3	0	-2
69	CC(C)C#Cc1ccc2c(c1)O[C@@H](CN(C)CC1CCOCC1)[C@H](C)CN([C@H](C)CO)S2(=O)=O
  -1	4	7	18	-61	0	-3
70	O=C(C1=C(O)C(=O)N(CC2CCCO2)C1c1ccccc1Cl)c1ccco1 (configuration not stated)
  -1	2	-7	-6	10	-4	-4
71	CC(=O)Nc1ccc(S(=O)(=O)NCCC(=O)NC(C)c2cccs2)cc1 (configuration not stated)
  0	3	0	-2	3	0	6
72	COc1ccc(C2(c3ccc(OC)cc3)NC(=O)N(CC(=O)N(C)C3CCC(C)CC3)C2=O)cc1 (configuration not stated)
  -3	-1	4	-1	6	-3	-4
73	O=C(O)c1cc([N+](=O)[O-])ccc1Nc1ccccc1
  2	3	0	5	·	·	2
74	C/C(=N\NC(=O)c1cccnc1)c1cc(C)oc1C
  1	1	1	-4	·	·	2
75	Cc1ccc(N2CCN(C(=O)c3cc(COc4c(C)cccc4C)on3)CC2)c(C)c1
  -3	9	6	-7	5	0	5
76	COc1ccc(/C=N/NS(=O)(=O)c2ccc(F)cc2)cc1COc1cc(F)ccc1[N+](=O)[O-]
  6	-4	-4	15	0	-8	0

High-throughput results as filed in PubChem BioAssay.
